# STEP inh = inhibitors of human striatal-enriched phosphatase STEP. P54829. inhibition, % at 20 µM. AID 588621. recombinant STEP, OMFP fluorogenic substrate, fluorescence. 0.25% of 360,000 active;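 active means inhibition at 20 µM, scaled per plate between control wells, above about 37%, limit read from the data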;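 further: 0% = DMSO with enzyme and substrate and 100% = substrate only without enzyme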
#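 System: isolated STEP enzyme; schedule: 20 min enzyme reaction at room temperature, protected from light; medium: Bis-Tris buffer pH 6.0, 2.5 mM DTT, 0.005% Tween 20; signal: fluorescence, 480/540 nm; dosing: single compound dose of 20 µM, 1% DMSO final; also added: OMFP substrate, 25 µM final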
# SUMO1-SIM PPI = alters human SUMO1 binding to SIM partners; P63165; inhibition, % at 20 µM; SUMO1 binding to a labelled peptide, TR-FRET, 1 h; 0.33% of 360,000 active; in the data active means inhibition above about 37%
# Target sequence (P63165 whole entry, looked up): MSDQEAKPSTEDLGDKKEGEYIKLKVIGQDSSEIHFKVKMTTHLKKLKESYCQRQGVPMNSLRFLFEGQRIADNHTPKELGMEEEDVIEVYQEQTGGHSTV
# LMPTP inh = LMPTP (human) inhibition. 0.22% of 360,000 active. inhibition, % at 20 µM. P24666. recombinant LMPTP-A, OMFP fluorogenic substrate, fluorescence intensity;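 active means compounds that cut the enzyme signal by at least half of the control window in the single-dose screen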;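 further: plate controls were DMSO wells with enzyme plus substrate for no effect and substrate without enzyme for full effect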
# Target sequence (P24666 whole entry, looked up): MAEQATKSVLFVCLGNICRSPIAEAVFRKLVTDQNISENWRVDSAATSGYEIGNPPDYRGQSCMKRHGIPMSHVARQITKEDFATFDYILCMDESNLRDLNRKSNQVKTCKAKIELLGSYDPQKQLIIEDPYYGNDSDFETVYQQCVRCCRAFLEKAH
#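 Assay system: LMPTP-A, protein tyrosine phosphatase of low molecular weight / Medium: pH 6.0 Bis-Tris buffer with DTT and Triton X-100 / Schedule: 50 min enzyme reaction at room temperature, protected from light / Measured by: endpoint fluorescence intensity from OMFP dephosphorylation / Read-out basis: % inhibition relative to no-enzyme and uninhibited control wells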
# Rpn11 block = inhibitors of human proteasome Rpn11 | 0.59% of 360,000 active | AID 588493 | calls only at 20 µM | human 26S proteasome, Ub4-pepOG fluorescence polarization; 20S core pre-blocked with epoxomicin;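 active means inhibition at 20 µM, scaled to each plate's controls, above about 33%, limit read from the data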
# Target sequence (O00487 whole entry, looked up): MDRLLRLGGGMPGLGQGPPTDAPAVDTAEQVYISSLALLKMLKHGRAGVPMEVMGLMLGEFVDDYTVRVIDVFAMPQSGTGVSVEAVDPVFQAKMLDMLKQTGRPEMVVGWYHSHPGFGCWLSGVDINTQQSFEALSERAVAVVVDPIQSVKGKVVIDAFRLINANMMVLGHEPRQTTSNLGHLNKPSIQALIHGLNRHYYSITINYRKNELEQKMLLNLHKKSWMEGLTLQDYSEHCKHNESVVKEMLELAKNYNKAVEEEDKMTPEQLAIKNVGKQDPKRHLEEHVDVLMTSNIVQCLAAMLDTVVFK
# Rin1-Abl PPI inh = human Rin1-Abl interaction inhibition. P00519+Q13671. TR-FRET Rin1/Abl binding, biochemical. inhibition, % at 7.35 µM. 0.4% of 360,000 active; in the data active means inhibition above about 5%, passing the limit was not always enough
# NadD block = inhibitors of Staphylococcus aureus NadD | purified NadD enzyme, colorimetric absorbance read-out | inhibition, % at 20 µM | 0.78% of 360,000 active; in the data active means inhibition above about 26%; further: some compounds past the cut are filed as inactive
# CSN inh = CSN deneddylation inhibition; Purified CSN, SCF-Nedd8-OG deneddylation, fluorescence polarization; 0.38% of 360,000 active; AID 651999; inhibition, % at 12.5 µM; Q92905;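 active means pattern-corrected inhibition above about 35%, with an unprinted fluorescence ratio check between 0.5 and 1.5, limit read from the data, passing the limit was not always enough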;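 further: 0% = enzyme with substrate and 100% = substrate without enzyme; some results filed as inactive read as strong as hits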
#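 Assay system: Purified human Csn5 enzyme expressed in HEK293T cells | Amount: Enzyme 0.24 nM | Measured by: Fluorescence polarization readout | Medium: Tris/NaCl/DTT buffer, pH 7.5 | Compound dosing: One concentration, 12.5 µM, 0.25% DMSO | Times: 90 min incubation of compound, enzyme and substrate at room temperature | Control set: no-enzyme wells high, enzyme-with-substrate wells low | Read-out: % inhibition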
# DNMT1 inh = DNMT1 (human) enzyme inhibition; P26358; DNMT1 molecular beacon, Hinp1I cleavage, fluorescence; inhibition (reported as % activation of signal), % at 10 µM; 0.83% of 360,000 active; AID 588458; in the data active means inhibition above about 50%
# Scp-1 inhibitor = Scp-1 (human) phosphatase inhibition. Q9GZU7. 0.88% of 340,000 active. inhibition, % at 20 µM. Recombinant Scp1, phosphopeptide, malachite green phosphate absorbance;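 active means inhibition above about 50% at 20 µM, limit read from the data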;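 further: plate controls were DMSO wells with enzyme for no effect and wells lacking enzyme for full effect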
# Target sequence (Q9GZU7 76-261 limits assumed): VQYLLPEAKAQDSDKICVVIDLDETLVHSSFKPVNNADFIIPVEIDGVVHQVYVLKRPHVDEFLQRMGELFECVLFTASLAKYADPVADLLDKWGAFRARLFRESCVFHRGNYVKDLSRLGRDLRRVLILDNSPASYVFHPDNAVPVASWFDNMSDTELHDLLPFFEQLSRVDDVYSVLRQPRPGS
#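 Assay system: SCP-1 catalytic fragment, aa 76-261 | Buffer or medium: Tris acetate buffer pH 5.5 with MgCl2 and Tween-20 | Compound: One concentration, 20 µM, with 1.0% DMSO | Also added: Phospho 17-mer peptide substrate | Signal: Absorbance at 630 nm | Incubation: 45 min enzyme reaction at room temperature | Measure: % inhibition of SCP-1 phosphate liberation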
# Neddylation inh = cullin neddylation inhibition; P61081+Q13564; TR-FRET cullin neddylation, biochemical; calls only at 25 µM; 0.58% of 360,000 active; AID 651699; in the data active means inhibition above about 36%
# Active calls of the source: *; i = inactive; . = not tested or not shown; + = active, no number.
# Start of the listing, in advance:
Compound	LMPTP inh	DNMT1 inh	STEP inh	Scp-1 inhibitor	NadD block	Rin1-Abl PPI inh	Neddylation inh	CSN inh	Rpn11 block	SUMO1-SIM PPI
CC(C)(C)n1nnnc1C(c1cccs1)N1CCN(Cc2ccc3c(c2)OCO3)CC1 (stereo not given)	-2.1	0	-2	3	-8	1	i	-3	i	0
Cc1ccc(S(=O)(=O)N2CC(=O)Nc3ccccc32)c(C)c1NS(C)(=O)=O	-1.9	1	-2	-9	0	2	i	1	i	-7
O=C(/C=C/c1ccccc1)Nc1cccc(C(=O)N2CCCC2)c1	-3.5	1	-2	-11	7	0	i	2	i	-5
CN(C)c1ccc(Nc2nc(-c3cccnc3)cs2)cc1	1.6	-8	0	-2	-5	-8	i	3	i	-7
CCCCCC(=O)Nc1c(-c2ccc(OC)cc2)c(=O)c2ccccc2n1C	-2.2	-5	2	-13	-3	1	.	1	i	-2
O=[N+]([O-])c1cc(-c2nc(-c3ccncc3)no2)cc([N+](=O)[O-])c1	-0.5	-6	3	-5	2	-5	i	8	i	-27

# The list itself, previewed entries included:
Compound	LMPTP inh	DNMT1 inh	STEP inh	Scp-1 inhibitor	NadD block	Rin1-Abl PPI inh	Neddylation inh	CSN inh	Rpn11 block	SUMO1-SIM PPI
CC(C)(C)n1nnnc1C(c1cccs1)N1CCN(Cc2ccc3c(c2)OCO3)CC1 (stereo not given)	-2.1	0	-2	3	-8	1	i	-3	i	0
Cc1ccc(S(=O)(=O)N2CC(=O)Nc3ccccc32)c(C)c1NS(C)(=O)=O	-1.9	1	-2	-9	0	2	i	1	i	-7
O=C(/C=C/c1ccccc1)Nc1cccc(C(=O)N2CCCC2)c1	-3.5	1	-2	-11	7	0	i	2	i	-5
CN(C)c1ccc(Nc2nc(-c3cccnc3)cs2)cc1	1.6	-8	0	-2	-5	-8	i	3	i	-7
CCCCCC(=O)Nc1c(-c2ccc(OC)cc2)c(=O)c2ccccc2n1C	-2.2	-5	2	-13	-3	1	.	1	i	-2
O=[N+]([O-])c1cc(-c2nc(-c3ccncc3)no2)cc([N+](=O)[O-])c1	-0.5	-6	3	-5	2	-5	i	8	i	-27
CC1=CC(C)(C)NC(=S)N1c1ccc(Cl)cc1	0.7	-1	-2	3	-3	1	i	0	i	1
O=C(O)c1ccc(CSc2nnc(-c3ccco3)o2)cc1	-1.1	0	-1	-8	-4	-1	i	5	i	2
CCOc1ccc(/C=N/NC(=O)c2nnn(-c3nonc3N)c2-c2cccs2)cc1	-0.3	1	-2	-3	-3	3	.	-3	i	0
COc1cccc(OC)c1C(=O)NNC(=O)c1cccnc1	-0.6	0	-2	-1	2	-1	i	-4	i	1
Cc1ccc2nc(Nc3ccccc3)c(/C=N/O)c(=O)n2c1	1.0	-4	-2	-11	-2	-7	i	0	i	-15
CSc1ccc(S(=O)(=O)N(C)Cc2ccccc2)cc1	1.8	2	-4	-7	0	2	i	-2	i	-1
c1cn(CC2(Cn3ccnc3)COC2)cn1	-1.3	6	-4	-7	-5	4	i	-2	i	3
CCN(CC)C(=O)Cn1cc(C(=O)C(=O)NCc2cccs2)c2ccccc21	0.4	1	1	28	5	-4	i	-7	i	-12
Cc1cc(Cl)ccc1OCC(=O)N1CC(C)CC(C)C1 (stereo not given)	1.0	0	0	-9	4	0	i	4	i	1
O=C(NC(=S)NC1CCS(=O)(=O)C1)c1cccs1 (stereo not given)	-5.4	1	-2	-5	-1	-2	i	-2	i	-1
CSc1ccccc1OCc1cc(C(=O)N2CCN(c3ccccc3)CC2C)no1 (stereo not given)	5.8	-3	0	-11	-4	0	i	-6	i	1
COc1ccc(CCC(=O)NC(C)c2ccccc2)cc1OC (stereo not given)	0.2	2	-2	-8	1	-1	i	2	i	0
Cc1nc2ccc(C(=O)N3CCSCC3)cc2s1	-1.7	-2	-2	-8	1	-1	i	5	+	1
C=C1CCN([C@@H](CC(C)C)C(=O)NCc2ccc(Cl)c(Cl)c2)S(=O)(=O)c2ccccc21	3.1	-4	2	-14	-6	4	i	-6	i	9
CC(C)c1ccc2c(c1)c(SC(C)(C)C)c(CC(C)(C)C(=O)O)n2Cc1ccc(Cl)cc1	4.7	41	-1	-19	32*	-1	i	8	i	26
O=C(Nc1ccc(F)cc1)C(c1cccc(F)c1)N1CCN(c2cccc(C(F)(F)F)n2)CC1 (stereo not given)	5.9	.	.	.	.	.	i	2	.	-1
Cc1c(NC(=O)NCc2ccccc2)c(=O)n(-c2ccccc2)n1C	-1.1	2	5	-11	-1	-2	i	-4	i	-2
CCC/C=C1/CCCOC(C(=O)NCc2ccc(C)o2)(C(F)(F)F)C1 (stereo not given)	-0.5	-1	3	-5	4	-1	i	-2	i	3
CN(Cc1ccccc1)C1CCN(Cc2ccccc2[N+](=O)[O-])CC1	-4.2	3	-2	-9	-9	-2	i	-6	i	-3
COc1cc(OC)c(-c2c3cc(O)c(=O)cc-3oc3cc(O)c(O)cc23)cc1OC	22	17	-206	-7	13	62*	i	81*	.	-77
COC(OC)c1ccc(C#N)c(SCc2ccccc2)n1	0.7	2	-1	-8	-9	-1	i	2	i	7
O=C(COc1ccc(Cl)cc1Cl)Nc1ccc(CN2CCCCC2)cc1	0.4	5	0	-1	1	0	i	-1	i	-3
Cc1noc(C)c1S(=O)(=O)N1CCCC(C(=O)N2CCc3ccccc3C2)C1 (stereo not given)	-0.4	-4	-2	-7	-3	0	i	0	i	4
C/C(=N\NC(=O)c1ccc(N(C)C)cc1)c1ccc(C)cc1C	-0.8	3	0	30	1	1	i	-1	i	2
COc1cccc(C(C)NC(=O)c2c(F)cccc2Cl)c1 (stereo not given)	-1.7	4	-4	-1	-1	-3	i	-3	i	1
Cc1cccc(OCCNc2ncccc2[N+](=O)[O-])c1	2.1	3	0	.	-1	-6	i	0	i	-35
CCOC(=O)C1[C@H]2C(=O)N(CCCOC)C[C@]23C=C[C@H]1O3 (stereo not given in full)	-1.0	5	-2	-6	-3	-2	i	1	i	4
C[C@]12c3[nH]c4ccc(Cl)cc4c3CCN1C(=O)[C@@H](CC(=O)NCc1ccco1)C[C@@H]2C(=O)N1CCOCC1	-2.2	1	-2	-4	1	-5	i	-1	i	0
O=C(Nc1ccc(F)cc1)c1cccnc1Oc1ccccc1	-1.3	1	1	-15	-11	-1	i	3	i	-6
Cc1ccc(C(=O)OCC(=O)NC2CCCC2)cc1C	-1.9	2	1	-6	0	1	i	0	i	-1
Clc1ccc(OCCCCSc2ncccn2)cc1	2.0	-5	-1	-8	-3	4	i	-1	i	3
CCc1nc2ccc(C(=O)N3CCN(C(=O)c4ccco4)CC3)cn2c1N(C)C(=O)C1CCCCC1	-1.4	2	2	.	5	2	i	0	i	-3
O=C1CCN(C(=O)CSc2ccc(Cl)cc2)N1	-0.4	1	1	-3	1	2	i	-3	i	-6
C=C(Cl)COC(=O)C1C2C=CC(C2)C1C(=O)O (stereo not given)	-2.2	5	4	-4	-2	1	i	3	i	0

# Arranged by count of non-hydrogen atoms (highest first): some entries from above.
Compound	LMPTP inh	DNMT1 inh	STEP inh	Scp-1 inhibitor	NadD block	Rin1-Abl PPI inh	Neddylation inh	CSN inh	Rpn11 block	SUMO1-SIM PPI
COc1cc(OC)c(-c2c3cc(O)c(=O)cc-3oc3cc(O)c(O)cc23)cc1OC	22	17	-206	-7	13	62*	i	81*	.	-77
Cc1c(NC(=O)NCc2ccccc2)c(=O)n(-c2ccccc2)n1C	-1.1	2	5	-11	-1	-2	i	-4	i	-2
Cc1ccc(C(=O)OCC(=O)NC2CCCC2)cc1C	-1.9	2	1	-6	0	1	i	0	i	-1

# (listing goes on)
Compound	LMPTP inh	DNMT1 inh	STEP inh	Scp-1 inhibitor	NadD block	Rin1-Abl PPI inh	Neddylation inh	CSN inh	Rpn11 block	SUMO1-SIM PPI
Fc1ccc(Nc2cccc3nccnc23)cc1	-0.5	-16	-1	-5	-8	-1	i	3	i	-22
CC(C)(C)c1ccc(C(=O)Nc2cccc(S(=O)(=O)NC3=NCCC3)c2)cc1	0.4	6	0	-2	-3	0	i	0	i	-2
C[C@H](CO)N1C[C@H](C)[C@@H](CN(C)C(=O)Nc2cccc3ccccc23)OCCCC[C@H](C)Oc2ccc(NS(=O)(=O)c3cn(C)cn3)cc2C1=O	-1.7	-1	0	.	13	4	i	4	i	-1
O=C1N[C@@H](Cc2c[nH]c3ccccc23)COC(=O)[C@@H](Cc2ccc(F)cc2)CC/C=C/C[C@@H]1CC(=O)N(CCO)Cc1ccccc1	12	-36	8	-20	14	3	i	2	i	4
Cc1ccc(NS(=O)(=O)c2cc(C(=O)NCc3ccccn3)ccc2Cl)cc1	-0.8	-1	-1	4	4	1	i	3	i	5
CCc1ccc(S(=O)(=O)Nc2nnc(N)s2)cc1	-1.1	3	-3	-2	-1	-3	i	2	i	8
O=C(CSCC(=O)Nc1ccc2ccccc2c1)NCc1ccccc1	-0.6	-6	-1	-6	-4	1	i	-3	i	3
CC(=O)N/N=C\c1cccc(OC/C=C/c2ccccc2)c1	1.1	-1	-5	-10	-10	1	i	1	i	-9
CCc1cccc(C)c1NC(=O)CSc1nnc(Cc2csc(C)n2)o1	-0.1	2	2	1	-4	1	i	-4	i	1
CC1(C(=O)NS(=O)(=O)Cc2cccc(Cl)c2)CCN1C(=O)Cc1cccs1 (stereo not given)	-1.8	-16	2	.	4	-1	i	71*	i	-2
Cc1nnc2c(NC(C)C)nc3ccccc3n12	-0.3	2	2	-2	1	-2	i	3	i	-1
COc1ccc(OCc2nc3ccc(S(=O)(=O)Nc4ccccc4Cl)cc3[nH]2)cc1	-0.4	-18	0	6	0	2	i	-2	i	21
COc1ccc(NC(=O)c2ccncc2)cc1S(=O)(=O)N1CCCCC1	-1.2	-1	-1	.	5	0	i	-6	i	0
COc1ccc(NC(=O)C2CCN(S(=O)(=O)c3c(C)noc3C)CC2)cc1Cl	0.3	-3	1	-6	-3	-6	i	0	i	4
CN(C(=O)CNC(=O)c1ccc(Br)o1)C1CCCCC1	-0.8	-1	-3	-7	-1	3	i	1	i	1
CCc1ccc(C2CC(=O)NC(SCC(=O)OC(C)C)=C2C#N)cc1 (stereo not given)	1.2	1	4	-7	-5	-1	i	3	i	4
